KDM5B inh: Primary screen for KDM5B Histone Demethylases FDH-coupled qHTS. Lysine-specific demethylase 5B (Homo sapiens), Q9UGL1. KDM5B demethylase, FDH-coupled NADH fluorescence (FDH is formaldehyde dehydrogenase). Potency, µM (top dose mostly 57.7 µM), without a hit: at the highest dose activity change, negative = inhibition, actives largely listed as inhibitors. 220,000 tested, 2.6% active; active means well fitted inhibition curve with a large enough effect; inconclusive means small, poorly fitted or top-dose-only effect; inactive means no such curve, though single readings can be large or run the other way; further: 0% is about no effect; nearly all actives have a fitted effect of over 70% in size
Target sequence (Q9UGL1 whole entry, looked up): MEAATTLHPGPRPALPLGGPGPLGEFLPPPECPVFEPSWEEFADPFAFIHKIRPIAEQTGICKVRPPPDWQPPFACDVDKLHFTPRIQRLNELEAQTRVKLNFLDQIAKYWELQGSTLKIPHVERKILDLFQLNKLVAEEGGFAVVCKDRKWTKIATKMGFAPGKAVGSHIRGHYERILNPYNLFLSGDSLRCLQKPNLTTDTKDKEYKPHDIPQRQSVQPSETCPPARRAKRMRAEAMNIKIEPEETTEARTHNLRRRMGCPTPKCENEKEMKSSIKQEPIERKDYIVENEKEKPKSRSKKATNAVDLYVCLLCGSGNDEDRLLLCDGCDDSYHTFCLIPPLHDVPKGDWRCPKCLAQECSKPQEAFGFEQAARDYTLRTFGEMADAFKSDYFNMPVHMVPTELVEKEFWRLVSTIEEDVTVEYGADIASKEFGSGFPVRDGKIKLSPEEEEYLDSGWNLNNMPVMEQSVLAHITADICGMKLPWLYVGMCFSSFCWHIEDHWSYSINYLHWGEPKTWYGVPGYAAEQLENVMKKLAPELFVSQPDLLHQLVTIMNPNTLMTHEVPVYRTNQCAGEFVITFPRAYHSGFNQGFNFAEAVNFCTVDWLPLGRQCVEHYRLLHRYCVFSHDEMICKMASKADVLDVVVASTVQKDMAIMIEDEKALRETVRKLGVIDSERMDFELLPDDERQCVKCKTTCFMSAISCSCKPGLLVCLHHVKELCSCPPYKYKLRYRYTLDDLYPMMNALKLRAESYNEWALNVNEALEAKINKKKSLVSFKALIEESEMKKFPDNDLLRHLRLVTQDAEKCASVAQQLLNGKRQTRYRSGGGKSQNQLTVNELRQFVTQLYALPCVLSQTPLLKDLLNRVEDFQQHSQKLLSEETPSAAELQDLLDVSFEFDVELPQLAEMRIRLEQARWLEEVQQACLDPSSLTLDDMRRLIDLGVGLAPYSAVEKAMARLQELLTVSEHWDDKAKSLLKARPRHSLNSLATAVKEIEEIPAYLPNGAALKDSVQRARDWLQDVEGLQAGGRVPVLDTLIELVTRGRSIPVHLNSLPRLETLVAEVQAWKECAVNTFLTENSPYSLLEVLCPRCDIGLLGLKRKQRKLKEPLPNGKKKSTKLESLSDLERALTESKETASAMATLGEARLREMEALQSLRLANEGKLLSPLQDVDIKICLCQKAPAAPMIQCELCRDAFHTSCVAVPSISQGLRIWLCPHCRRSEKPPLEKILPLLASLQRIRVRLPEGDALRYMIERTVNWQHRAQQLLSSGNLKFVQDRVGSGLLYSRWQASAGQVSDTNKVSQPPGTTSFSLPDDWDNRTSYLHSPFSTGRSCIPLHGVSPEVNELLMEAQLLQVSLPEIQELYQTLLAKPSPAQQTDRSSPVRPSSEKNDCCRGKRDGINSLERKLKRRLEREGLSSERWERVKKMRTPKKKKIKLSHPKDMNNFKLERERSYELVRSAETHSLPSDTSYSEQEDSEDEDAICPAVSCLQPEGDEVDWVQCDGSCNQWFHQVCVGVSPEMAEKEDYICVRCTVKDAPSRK
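KDM5BΔAP (200 nM final) in 50 mM HEPES pH 7.5, 0.01% Tween-20 was preincubated 10 min at RT with compound over a concentration range. Substrate mix (H3K4me3 12.5 µM, α-KG 25 µM, Fe²⁺, ascorbate, NAD⁺, FDH) was added, and NADH fluorescence change over 30 min gave dose-response curves.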
* marks the source's active call; other numbers are inactive results; u = inconclusive; & = joins results of further samples; [ ] = dose if it differs, or a comment. Potency means the concentration at half of the fitted maximal effect.

Molecule	KDM5B inh
O=C(Nc1cccc(F)c1)Nc1ccc2sc(NS(=O)(=O)c3ccccc3)nc2c1	-14%
O=C(OCc1cccc2cccnc12)c1cc2ccccc2[nH]1	-10%
N#Cc1nc(/C=C/c2cccs2)oc1N1CCC(C(N)=O)CC1	u
Cc1cc(C2=NNC(=NC(C)(C)C)SC2)c(C)n1C1CC1	-20%
COc1ccc(N2C(=O)C(C)CS2(=O)=O)cc1S(=O)(=O)N1CCCc2ccccc21 (stereo not drawn)	u
Cc1c(CC(=O)NC(C)(C)CO)c2c(n1Cc1ccccc1F)CCCC2=O	u
CC(Sc1ccc2c(c1)OCCCO2)C(=O)Nc1ccc2ccccc2c1 (stereo not drawn)	1%
O=C(COc1ccccc1)NCCc1csc(-c2cccc(F)c2)n1	-9%
COc1ccc(NC(=O)N2C[C@@H](F)C[C@H]2C(=O)N2CCCCC2)cc1F	6%
CCN(C(=O)Cn1nnc2sc(-c3ccccc3)cc2c1=O)c1cccc(C)c1	u
CC1CCN(C(=O)c2nn(C(C)C)c(=O)c3ccccc23)c2cc(Cl)ccc2S1 (stereo not drawn)	-14%
CCC(C)Nc1ncnc2c1CN(C1CCCNCC1)C(=O)CN2C (stereo not drawn)	u
COc1ccc(OC)c(/C=C(\C#N)c2nc3ccccc3[nH]2)c1	-29%
O=C(c1c[nH]c2ncccc12)N1CCN(Cc2ccccc2)CC1	-9%[86.2 µM]
C[S+](=O)([O-])N1CC2ON=C(C(=O)NCc3cccnc3)C2C1 (stereo not drawn)	-11%[149 µM]
Cc1ccccc1C(=O)n1nc(-c2ccco2)nc1NCc1cccs1	-23%
COCc1cn(C[C@H]2C[C@@H](NC(=O)C(C)C)[C@H](O)[C@@H]2O)nn1	-24%[86.2 µM]
CCOc1ccc(CN(C)Cc2cc(=O)oc3cc(C)ccc23)cc1	-2%
CCCc1noc(-c2cccn3c(CNC(=O)c4ccc(N(C)C)cc4)nnc23)n1	u
COc1cccc(C(=O)Nc2ccccc2OCc2cc(=O)n3cc(C)ccc3n2)c1	2%
C=CCOc1ccc(CNCc2ccco2)cc1	13%
COc1cccc(OC)c1C(=O)Nc1ccc(S(=O)(=O)Nc2nccc(C)n2)cc1	-24%
O=C(CN1C(=O)C(=O)N(C2CCCC2)C1=O)NCCc1ccc(Cl)cc1Cl	18%
COCc1nncn1C1CCN(S(=O)(=O)c2ccc(Cl)c(C)c2)CC1	-15%
Cc1cc(C(=O)OCC(=O)Nc2ccc(C)c(F)c2)c2ccccc2n1	-3%
COc1ccc(OC)c(CCNc2ncnc3onc(-c4ccc(F)cc4)c23)c1	-28%
O=C(OCc1ccc(Br)cc1)c1ccc(O)cc1	14%
O=C(Nc1ccc(F)cc1)C(Oc1ccc(S(=O)(=O)N2CCOCC2)cc1)c1ccccc1 (stereo not drawn)	-28%
CCOc1ccc2nc(NC(=O)c3nc(SC(C)C)ncc3Cl)sc2c1	12%&-25%
C=C(C)C1CC=C(C)C(COc2ccc3ccc(=O)oc3c2)C1(C)CCC(=O)OC (stereo not drawn)	-10%
O=C(c1sccc1Cl)N1CCN(Cc2ccc3c(c2)OCO3)CC1	-3%
O=C(NCCC1CCN(C(=O)Nc2cc(F)ccc2F)CC1)c1ccoc1	-16%
CC(C)CCNC(=O)C1CCC(CNS(=O)(=O)c2cccc3nsnc23)CC1 (stereo not drawn)	-5%[11.5 µM]
O=C(CSc1nc2c(c(=O)[nH]1)CCC2)Nc1oncc1-c1ccccc1	14%
O=C(Cn1c(-c2cccs2)cc2cc(F)ccc21)NCCCN1CCN(c2ccccc2F)CC1	u
COc1ccc(C(=O)CN2C(=O)N(c3ccc(C(C)=O)cc3)S(=O)(=O)c3ccccc32)cc1	-34%
CCCC1c2nccn2CCCN1C(=O)Cn1c(=O)oc2ccccc21 (stereo not drawn)	-7%
O=C(CCc1c[nH]c2ccccc12)Nc1cccc(C(F)(F)F)c1	-24%
COc1ccc(N2C(=O)CSC23C(=O)N(Cc2cccc(C(F)(F)F)c2)c2ccccc23)cc1 (stereo not drawn)	-15%
Cc1ccc(-c2cnc(CCC(=O)N(C)C(C)c3ccc(S(C)(=O)=O)cc3)o2)cc1C (stereo not drawn)	-5%
Cc1ccc(C(=O)NCCn2cccc2-c2nc(-c3ccccc3)no2)cc1F	-11%
Clc1ccc(-c2cnc([C@@H]3COCCN3Cc3csnn3)[nH]2)cc1	-3%[86.2 µM]
CCOC(=O)c1c(C)oc2nc(C)nc(NCCCN3CCN(c4ccccc4)CC3)c12	-24%
COc1ccc(CN2C(=Nc3ccc(OC)cc3)S[C@H]3[C@@H]2[C@@H](O)[C@H](O)C[C@@H]3C(N)=O)cc1	21%
CCOC(=O)c1c(NC(=O)c2cc(-c3cccc(Cl)c3)on2)sc(C(C)=O)c1C	u
CCc1cccc(C)c1NS(=O)(=O)c1ccc(-c2coc(C)n2)cc1	-3%
CNCc1cn(C[C@H]2O[C@@H](CC(=O)N(C)Cc3ccccc3)[C@H](O)[C@@H]2O)nn1	-17%[86.2 µM]
FC(F)(F)c1cccc(CSc2ncnc3ccccc23)c1	6%
CCc1nnc(NC(=O)C2c3ccccc3C(=O)N(CCOC)C23CCCCC3)s1 (stereo not drawn)	12%
CN1CC(=O)N(C2CCNCC2)Cc2c(NCCCc3ccccc3)ncnc21	-28%[115 µM]

(listing goes on)
Molecule	KDM5B inh
O=C(Cn1ccn2nc(-c3ccc(F)cc3)c(CO)c2c1=O)Nc1ccc2c(c1)CCC2	-29%
Cc1cccc(NC(=O)c2ccc(N(C)C)cc2)c1C	15%
COc1cc(OC)c(NC(=O)CCn2cccn2)cc1Cl	16%
O=c1c2c(n(Cc3cccnc3)n1-c1ccccc1)CN(CC1CCOCC1)CC2	u
CC1=C2NC(N)=[N+](CC3CC3)C(Cc3ccccc3)[C@@H]2n2c(=O)n(-c3ccccc3)c(=O)n2C1 (stereo partly drawn)	5%
COC(=O)[C@@H](C)NC(=O)[C@H]1CN(C(C)=O)CCN1C(=O)C1CCCCC1	-23%[86.2 µM]
CC(C)(C)OC(=O)N/N=C/c1ccc(Cl)cc1Cl	-10%
Cc1cnc(C(=O)NC(c2ccccc2)c2ccccc2)cn1	19%
Cc1cccc(C(=O)NCc2nnc3c(-c4nc(C(C)C)no4)cccn23)c1	28µM*
CCC(C)(C)C1CCC2(CC1)NC(=S)N(CCC(C)C)N2 (stereo not drawn)	u
COc1ccc(CNC(=O)CN(C(=O)c2csnn2)c2cnc3ccccc3c2)cc1	20%
O=S(=O)(Nc1nc2ccccc2nc1NCCc1ccccc1)c1ccc(Cl)cc1	u
Cc1ccc(C)c(N2CCN(C(=O)Nc3cn(CC(C)C)c(=O)c4ccccc34)CC2)c1	u
O=C1CO[C@H]2CCN(Cc3cccs3)CC[C@@H]2N1Cc1c[nH]c2ccccc12	-29%[86.2 µM]
Cc1nnc(NC(=O)c2ccc(Br)o2)s1	12%
C#CCNC(=O)c1cc(-c2ccc(Cl)nc2)nc2c1cnn2C	100µM*
COc1ccc(-c2nc3cc(NC(C)=O)ccc3o2)cc1Cl	u
Cc1cc(C)cc(-n2ccn(CC(=O)c3ccc(F)cc3)c(=O)c2=O)c1	-22%
Cc1[nH]c2ccccc2c1C(c1ccc(Cl)c(Cl)c1)c1c(C)[nH]c2ccccc12	u
Cc1cc(=O)oc2cc(OC(C)C(=O)N3CCOCC3)c(Cl)cc12 (stereo not drawn)	u
O=C(NCCc1ccccc1)c1cnc2n[nH]c(-c3ccccc3)c2n1	-16%[86.2 µM]
CC(=O)c1cc(C(=O)N2CCC3(CC2)Nc2ccccc2NC3=O)[nH]n1	-18%
c1ccc(Cn2nc(C3CCOCC3)nc2C2CCC2)cc1	19%
Cc1cccc(-n2c3c(c(=O)[nH]c2=O)CN(Cc2ccco2)CN3)c1	9%
COc1cc(Cl)ccc1C(=O)N1CCN(c2cc(C(F)(F)F)ncn2)CC1	-13%
Cc1ccc(CCNC(=O)C2CCN(c3nnc(-n4cccc4CNc4ccc(C)cc4)s3)CC2)cc1	-50%
COCCNC(=O)[C@H]1C[C@H](Oc2ccccc2)CN1Cc1cccc(F)c1	6%
Cc1ccc(C2CC(=O)Nc3cc4c(cc32)OCCO4)cc1Br (stereo not drawn)	u
CCc1nc2cccnc2n1-c1ccc(CC(=O)Nc2c(C)cccc2C)cc1	-17%
COc1ccc(S(=O)(=O)N2CCN(c3cc(N4CCCCC4)nc(C)n3)CC2)c(C)c1C	-20%
O=C(Cc1ccc(F)cc1)NC1CC(=O)N(c2ccccc2)C1 (stereo not drawn)	-8%
COc1ccc(S(=O)(=O)N2CCCCCC2)cc1NC(=O)Cc1nn(C)c(=O)c2ccccc12	25%
Cn1cc(C(=O)N/N=C/c2ccc(Br)c([N+](=O)[O-])c2)c2ccccc21	1%
O=C(O)CCC(=O)N1C[C@@H]2C[C@H]1C(=O)N(Cc1ccccc1)c1ccccc1O2	-20%[86.2 µM]
COc1ccc(CNC(=O)CC2N=C3c4ccccc4N=C(SCC(=O)Nc4ccc(C(C)C)cc4)N3C2=O)cc1 (stereo not drawn)	-7%
O=C(c1cccc(C(F)(F)F)c1)N1CCCC1c1ccco1 (stereo not drawn)	-1%
CCN1CCN(CCNC(=O)c2cc3n(n2)CC(C)(C(=O)NCCC(C)C)N(C)C3=O)CC1 (stereo not drawn)	5%
O=C1NCN(Cc2ccc(Cl)cc2)C12CCN(Cc1ccsc1)CC2	-19%
CC(NS(=O)(=O)c1ccccc1)c1n[nH]c(=S)n1-c1ccccc1 (stereo not drawn)	14%
CCOC(=O)c1c(NC(=O)c2nc3nc(C)cc(C(F)F)n3n2)sc2c1CCCC2	5%
COc1ccc(-c2cc(=O)c3cc(OCC(=O)OC(C)C)ccc3o2)cc1	u
Cc1ccc(S(=O)(=O)NCCC(=O)NCCSc2ccc(Br)cc2)cc1	-6%
CC1(c2ccccc2)N(Cc2ccc(O)cc2)C(=O)OC12CCN(Cc1ccncc1)CC2 (stereo not drawn)	3%
Cc1ccc(CN(C(=O)COc2ccccc2Cl)c2ccccn2)o1	u
CN(Cc1ccc2nsnc2c1)C(=O)c1cccc(-n2cnnc2)c1	u
CC1CCN(CCCNC(=O)C2CCc3sc(C(=O)N4CCCC4)cc3C2)CC1 (stereo not drawn)	-1%
CCOc1ccc(C(=O)Nc2ccccn2)c(OCC)c1	21%
Cc1nc(CN2Cc3nc(-c4ccccc4)ccc3OCC2=O)cs1	-9%[86.2 µM]
Cc1cccc(SCc2nc3c(c(=O)[nH]c(=O)n3C)n2C)c1	13%
O=C(Nc1ccc(F)c(Cl)c1)Nc1c[nH]c(=O)[nH]c1=O	u

Retrieved by compound from the entries so far (7):
Molecule	KDM5B inh
Cc1ccc(S(=O)(=O)NCCC(=O)NCCSc2ccc(Br)cc2)cc1	-6%
CCOc1ccc(C(=O)Nc2ccccn2)c(OCC)c1	21%
O=C(Nc1ccc(F)c(Cl)c1)Nc1c[nH]c(=O)[nH]c1=O	u
Cc1cccc(SCc2nc3c(c(=O)[nH]c(=O)n3C)n2C)c1	13%
CC1(c2ccccc2)N(Cc2ccc(O)cc2)C(=O)OC12CCN(Cc1ccncc1)CC2 (stereo not drawn)	3%
Cc1nc(CN2Cc3nc(-c4ccccc4)ccc3OCC2=O)cs1	-9%[86.2 µM]
CC1CCN(CCCNC(=O)C2CCc3sc(C(=O)N4CCCC4)cc3C2)CC1 (stereo not drawn)	-1%

Next part:
Molecule	KDM5B inh
CC(=O)NCCNC(=O)CCc1ncc(-c2ccccc2Cl)o1	5%
Cc1ccc(C)c(Oc2c(C(F)(F)F)oc3c(CN4CCN(C)CC4)c(O)ccc3c2=O)c1	-7%
CCCCCCCNC(=O)CCC(=O)NCCOC	15%
CCC(NC(=O)c1cccc(OC)c1)c1ccccc1OC(F)F (stereo not drawn)	11%
CCOC(=O)c1c(NC(=O)c2cc(C(C)C)on2)sc(C)c1C	-26%
CSc1ccc(CN(C)C(=O)c2ccc3c(c2)CCCC3)cc1	-9%
O=C(O)/C=C/c1cc(Cl)ccc1OCc1ccc(Cl)cc1	u
O=C(N[C@@H]1CN(C(=O)C2CC=CC2)CC[C@@H]1CO)C1CC1	-4%
O=C(NCc1nnc(SCC(=O)N2CCOCC2)o1)c1ccccc1F	-5%
Cc1cc(S(=O)(=O)c2cc3cc(F)cc(F)c3oc2=O)ccc1F	-4%
CCN1c2cc(C(=O)Nc3ccc(SC)cc3)ccc2C(=O)N2CCCCCC21 (stereo not drawn)	u
COc1ccc(CN2C(=O)COC[C@H]2C(=O)NCCc2cccc(C)c2)c(OC)c1	30%
O=C(O)CCC(=O)N1CCC(O)CC1	-4%
NNc1nc2sc3c(c2c(=O)n1Cc1ccccc1)CCC3	3%
COc1cc2nc(NC(=O)c3ccc(Cl)cc3)[nH]c(=O)c2cc1OC	17%
O=C(CCn1cnc2ccccc2c1=O)NCc1ccccc1Cl	13%
Cc1ccc(/C=N/NC(=O)c2cccs2)cc1	-13%
COc1ccc(-c2nc3ccccc3s2)cc1NC(=O)COc1ccc(C)cc1	-8%
O=C(CNC(=O)c1ccccc1F)NCC(c1cccs1)N1CCOCC1 (stereo not drawn)	-8%

An excerpt. The share of hits here may be higher or lower than overall.
